From PubChem BioAssay
C1s block – blocks human complement C1s protease activity. purified C1s, fluorogenic AMC substrate, pooled mixtures. mean inhibition % of two 10-compound mixtures (hits give high values), % at 5 µM (by protocol). hit rate 0.16% among 62,000. P09871;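 active = inhibition above 20% in each of the two 10-compound mixture wells holding the compound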;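 note: 0% = enzyme wells lacking compound mixture and 100% = no-enzyme blank wells; some compounds called inactive have numbers as strong as hits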
FXIIa mix inh – factor XIIa (human) inhibition, mixture screen; P00748; purified FXIIa, fluorogenic substrate, pooled mixtures; inhibition, % at 5 µM; hit rate 0.2% among 62,000;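 note: 0% = enzyme without compound and 100% = no enzyme blank; some results filed as inactive read as strong as hits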
5HT1a ag – 5-HT1a (human) receptor agonism. CHO 5-HT1a Ga15 NFAT-bla reporter, FRET ratio; 0% basal, 100% maximal reference agonist. AID 567. hit rate 0.56% among 65,000. activation, % at 10 µM. P08908;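 active = activation above the screen-wide mean activation plus 3 SD, cut at about 19% in these data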;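 note: 0% = DMSO wells and 100% = 5-CT at EC100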
DUSP1 inh – human dual specificity phosphatase 1 inhibition; inhibition, %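 (compounds tested at a single concentration somewhere between 10 and 100 µM)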; hit rate 0.15% among 65,000; AID 374; recombinant MKP-1, OMFP hydrolysis fluorescence; P28562;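 active = inhibition above about 50%, limit read from the data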;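 note: 0% = DMSO max control wells and 100% = wells with enzyme stopped by NaOH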
Target sequence (P28562 whole entry, looked up): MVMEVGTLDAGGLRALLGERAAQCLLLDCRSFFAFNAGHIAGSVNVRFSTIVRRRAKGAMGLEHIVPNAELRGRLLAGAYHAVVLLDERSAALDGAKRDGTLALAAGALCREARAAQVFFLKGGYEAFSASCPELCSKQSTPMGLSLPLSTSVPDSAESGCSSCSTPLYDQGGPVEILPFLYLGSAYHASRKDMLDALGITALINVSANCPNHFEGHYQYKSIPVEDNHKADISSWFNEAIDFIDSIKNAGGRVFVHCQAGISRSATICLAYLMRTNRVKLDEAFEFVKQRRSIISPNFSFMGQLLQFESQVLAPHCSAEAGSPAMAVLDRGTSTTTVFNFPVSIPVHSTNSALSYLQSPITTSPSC
FXIa mix inh – factor XIa (human) inhibition, mixture screen | inhibition, % at 5 µM | hit rate 0.19% among 62,000 | P03951 | AID 680 | purified FXIa, fluorogenic substrate, pooled mixtures;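 note: each value is inhibition by a whole ten-compound pool holding the compound; 0% = enzyme with no mixture and 100% = wells lacking enzyme; strong numbers were not always called active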
CatG inh – inhibitors of human cathepsin G; purified enzyme, AMC-tetrapeptide fluorescence, pooled mixtures; P08311; inhibition, % at 5 µM (by protocol); hit rate 0.2% among 62,000;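 active = inhibition above 20% in each of the two mixture wells holding the compound; inactive = inhibition of 20% or less in either well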;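 note: 0% = enzyme control without mixture and 100% = blank lacking enzyme; strong numbers were not always called active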
Cdc25B inh – human M-phase inducer phosphatase 2 inhibition; recombinant Cdc25B, OMFP fluorescence Ex485/Em525; inhibition, %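 (compounds tested at 10 µM final in the well)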; hit rate 0.1% among 65,000; AID 368; in the data active = inhibition above about 50%
Target sequence (P30305 whole entry, looked up): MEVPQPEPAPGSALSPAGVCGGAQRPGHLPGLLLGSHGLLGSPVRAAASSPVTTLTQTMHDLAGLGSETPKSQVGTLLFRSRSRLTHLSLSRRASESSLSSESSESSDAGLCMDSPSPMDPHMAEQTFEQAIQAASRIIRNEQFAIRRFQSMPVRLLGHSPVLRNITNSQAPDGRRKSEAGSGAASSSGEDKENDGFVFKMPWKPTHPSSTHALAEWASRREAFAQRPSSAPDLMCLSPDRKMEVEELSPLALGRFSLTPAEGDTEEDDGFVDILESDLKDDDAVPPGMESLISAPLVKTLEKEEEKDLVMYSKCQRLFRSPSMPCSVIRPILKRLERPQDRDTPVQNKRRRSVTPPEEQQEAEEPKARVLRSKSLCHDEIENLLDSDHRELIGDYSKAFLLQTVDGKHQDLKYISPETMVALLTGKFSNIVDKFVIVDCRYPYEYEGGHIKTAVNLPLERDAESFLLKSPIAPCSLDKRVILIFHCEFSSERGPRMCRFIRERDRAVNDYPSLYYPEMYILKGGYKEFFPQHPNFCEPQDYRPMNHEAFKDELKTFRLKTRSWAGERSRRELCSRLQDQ
Hsp90 block – displaces geldanamycin probe from tumor Hsp90. P07900. NCI-N417 lysate Hsp90, Cy3B-geldanamycin FP displacement. inhibition, % at 30 µM. hit rate 0.35% among 64,000;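 active = inhibition above 50%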;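 note: 0% = tracer plus lysate wells and 100% = tracer alone without lysate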
CatL block – blocks human cathepsin L protease activity; purified cathepsin L, fluorogenic substrate, fluorescence; hit rate 0.17% among 58,000; P07711; inhibition, %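 (tested at 10 µM)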; in the data active = inhibition above about 45%;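 note: 0% = enzyme with no compound and 100% = no enzyme blank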
* hit, by the source's call; . = not tested or not shown; & = joins results of further samples. Cut-off read from the data, not from the text of the source, unless noted: active = inhibition above about 20% (passing the limit was not always enough); inactive = the rest. An unsorted share of the library. About 1.6% of those tested had a hit in this group.

entry	molecule	C1s block	FXIIa mix inh	5HT1a ag	DUSP1 inh	FXIa mix inh	CatG inh	Cdc25B inh	Hsp90 block	CatL block
1	COc1ccc(NC(=O)Cn2c(=O)sc3ccccc32)c(OC)c1	-12	10	-4.4	4	1	-5	0	-2	-3
2	CC(=O)Cc1ccccc1OC(=O)c1ccco1	13	-1	1.3	-13	4	9	5	0	.
3	O=C(NCc1cccs1)c1cc(-c2ccccc2)on1	10	18	-4.7	-9	2	12	-8	-2	20
4	COC(=O)c1ccccc1NC1OC(=O)c2ccccc21 (configuration not stated)	-12	-1	-3.2	-20	3	-11	-7	-1	10
5	CCN(CC)CCCN1C(=O)C(=O)/C(=C(/O)c2cnn(-c3ccccc3)c2C)C1c1ccncc1 (configuration not stated)	-6	2	-2.4	6	3	-1	-8	-3	2
6	Fc1ccc(C2CC(c3ccco3)n3ncnc3N2)cc1 (configuration not stated)	-2	12	.	5	7	-2	-5	.	1
7	CCCCOc1ccc(S(=O)(=O)n2c(C)nc3ccccc32)cc1	3	2	-0.7	0	12	14	-15	-1	1
8	O=C1c2sc3nc4ccccc4n3c2C(=O)N1c1ccccc1Cl	-7	-2	-0.8	3	3	-3	-2	1	-2
9	COc1cccc(OC)c1OCCCc1c(C)n[nH]c1C	16	9	-1.3	-9	-1	9	13	-1	8
10	Cc1ccc(OCC(=O)NCc2ccccn2)cc1	-7	4	-4.3	-11	3	5	-7	-3	19

Reformatted with two lines to a compound: part of the list above.
Under each structure: C1s block	FXIIa mix inh	5HT1a ag	DUSP1 inh	FXIa mix inh	CatG inh	Cdc25B inh	Hsp90 block	CatL block
4: COC(=O)c1ccccc1NC1OC(=O)c2ccccc21 (configuration not stated)
    -12	-1	-3.2	-20	3	-11	-7	-1	10
5: CCN(CC)CCCN1C(=O)C(=O)/C(=C(/O)c2cnn(-c3ccccc3)c2C)C1c1ccncc1 (configuration not stated)
    -6	2	-2.4	6	3	-1	-8	-3	2

Continuation:
entry	molecule	C1s block	FXIIa mix inh	5HT1a ag	DUSP1 inh	FXIa mix inh	CatG inh	Cdc25B inh	Hsp90 block	CatL block
11	Cc1ccc(-c2noc(CCC(=O)NCCN3CCOCC3)n2)cc1	-17	10	-3.0	0	-4	2	-9	2	14
12	O=C(O)c1cc2cccc(S(=O)(=O)N3CCOCC3)c2cc1O	.	.	1.5	-18	.	.	-5	-2	-4
13	CC(=O)Nc1cc(N2C(=O)CCC2=O)ccc1Cl	-5	-26	.	4	3	1	-12	-2	14
14	CCOC(=O)c1ccc(Oc2nc(NC)nc(SC)n2)cc1	4	3	-1.3	17	6	7	-1	0	10
15	COc1ccc2nc(NC(=O)CSc3nc4ccccc4o3)sc2c1	-4	8	0.7	9	8	0	26	-13	4
16	CC(C)N1C(=O)CCC1C(=O)NCCc1ccc(Cl)cc1 (configuration not stated)	15	5	-3.7	2	7	9	-7	-4	.
17	CC1CNCCN1S(=O)(=O)c1cccc2cnccc12 (configuration not stated)	17	2	-0.5	-14	2	15	-18	-3&0&-2	6
18	CC(C)(C)c1nc(SCC(=O)NCc2ccco2)c2ccccc2n1	10	5	-4.1	11	7	10	10	-7	.
19	O=C1CCCN1c1ccc(S(=O)(=O)N2CCC(c3ccccc3)CC2)cc1	-7	7	-1.4	8	8	0	-7	0	14
20	COc1ccccc1-c1c(C)nn2c(NCCN3CCCC3)cc(C)nc12	4	-5	0.6	-6	-2	10	-11	-5	17
21	CN=C(Nc1cc(C)nn1CCC#N)c1ccccc1	3	10	-1.1	-3	-3	6	-7	1	-5
22	Cc1ccc(OCC(=O)Nc2ccc(N3CCOCC3)cc2)cc1	60*	5	-3.5	0	51	45	-2	9	5
23	Cc1cc(C)c(C#N)c(SCC(=O)CC(=O)OC(C)C)n1	15	3	-1.7	-23	8	11	1	-4	-14
24	Cc1nc2sc3c(c2c(=O)n1/N=C/c1ccco1)CCCC3	19	4	-0.7	6	5	10	-10	-1	4
25	Clc1ccc(-c2nnc3sc(Cc4cccs4)nn23)c(Cl)c1	.	.	0.9	0	.	.	9	-12	34
26	CC(=O)c1cc(-c2ccccc2)[nH]c1N1CCCC1	10	-10	-0.7	1	1	11	-8	-16	27
27	O=C(NCCc1ccccc1)C1CCN(S(=O)(=O)N2CCCC2)CC1	15	19	-2.7	4	11	9	19	0	5
28	CC(C)CCN1CC(C(=O)N2CCN(c3ccc(F)cc3)CC2)CC1=O (configuration not stated)	-78	3	-0.8	1	-6	2	9	-5	21
29	CCCSc1nc(O)c(C2OC(=O)c3c2ccc(OC)c3OC)c(=O)n1C (configuration not stated)	.	.	-0.3	-16	.	.	22	2	0
30	O=C1C2CCCN2C(c2cccc(Br)c2)N1c1ccc(F)cc1 (configuration not stated)	-50	-16	-2.9	-3	6	-10	-12	-3	-4
31	CCOC(=O)N1CCN(c2c(-c3ccc(C(C)C)cc3)c(=O)c2=O)CC1	-17	-10	-3.8	10	9	0	-5	-1	-2
32	CCOC(=O)c1sc2nc(NC(=O)COc3ccccc3)sc2c1C	-14	4	-1.9	5	-4	-7	5	-3	23
33	CC(C)Cc1nc(N2CCC(C(N)=O)CC2)c2nnn(Cc3ccccc3)c2n1	.	.	-1.1	5	.	.	-5	-3	.
34	CC(=O)Nn1cnc2c(c1=O)C1(CCCC1)Cc1ccccc1-2	.	.	-2.3	-12	.	.	-29	-4	10
35	Cc1c(O)c(CN2CCCC(C)C2)cc2c3c(c(=O)oc12)CCC3 (configuration not stated)	-129	4	3.4	-18	-9	-4	-5	3	-273
36	CCC(=O)c1ccc(OC(=O)c2ccc(Br)o2)cc1	-14	5	-1.4	-3	0	8	9	-2	-3
37	CN1CCN(C(=O)CN2C(=O)CC(C)(C)S(=O)(=O)c3ccccc32)CC1	-40	2	-0.2	14	3	-5	-2	1	.
38	COc1ccc(NC(=O)c2ccc(=O)oc2)cc1	17	1	-2.3	-3	2	9	5	-19	16
39	Cn1c(=O)c(=O)n(C)c2cc(S(=O)(=O)N3CCN(Cc4ccccc4)CC3)ccc21	6	-19	-1.3	0	16	11	-4	-4	-3
40	CC1(C)NC(=O)NC2(C)NC(=O)NC(C)(C)C12 (configuration not stated)	-1	7	0.4	-22	-1	3	5	2	5
41	CCCN(CCC)C(=O)c1c(C)[nH]c(C(=O)OCC)c1C	-18	-17	0.5	-7	-16	-19	-13	-2	11
42	C/C(=C(\C#N)C(=O)NC1CCCCC1)N(C)C	-3	-1	-2.5	-10	4	-2	-4	0	-1
43	Cc1ccc2oc(-c3cccc(NC(=O)C4CCCO4)c3)nc2c1 (configuration not stated)	-12	7	-1.3	18	10	0	-13	-3	-4
44	Cc1nc(SCc2ccc(Br)cc2)[nH]c(=O)c1C	0	0	-2.8	-8	11	4	-5	0	18
45	Clc1nnc2ccc(-c3ccccc3)nn12	-33	-1	1.1	1	14	-3	-14	0	.
46	N#Cc1nc(COc2ccc(Br)cc2)oc1N1CCN(Cc2ccccc2)CC1	.	.	0.4	-12	.	.	18	-3	20
47	Cc1ccc2[nH]c(=O)c(CN(CCO)C(=O)NCc3ccccc3)cc2c1	0	2	-1.2	4	2	6	-12	-3	.
48	CCc1nc(SCc2ccccn2)c2c(=O)n(C)c(=O)n(C)c2n1	1	9	0.5	10	4	7	5	-1	7
49	O=C(CC1NC(=O)NC1=O)Nc1cccc2ccccc12 (configuration not stated)	0	4	-2.7	11	5	6	9	-9	-14
50	CCCCCn1c(=O)c(-c2nc3ccccc3c(=O)[nH]2)c(O)c2ccccc21	12	-11	-1.5	6	7	7	-5	-1	4
51	O=C(O)CC(NC(=O)C(c1ccccc1)c1ccccc1)c1ccco1 (configuration not stated)	10	8	-0.1	-4	9	7	-6	0	5
52	COc1ccc(N2CCN(C(=O)C3CCN(S(=O)(=O)N4CCOCC4)CC3)CC2)cc1	-20	2	-2.4	5	11	-1	-5	0	3
53	CCc1cccc(NC(=O)CN(C)S(=O)(=O)c2cnc[nH]2)c1	-29	6	-4.8	-2	7	-1	-2	-2	-10
54	Oc1c(C(c2cccs2)N2CCC3(CC2)OCCO3)sc2ncnn12 (configuration not stated)	0	-2	-1.9	4	0	11	-11	-4	-1
55	Cc1nn(CCC#N)c2nc(C(F)(F)F)[nH]c(=O)c12	-53	-19	-2.2	1	-17	-21	-16	1	4
56	CCOC(=O)C1CCN(S(=O)(=O)c2cccc(-c3csc(C)n3)c2)CC1	-17	1	-0.7	-8	2	2	1	-4	2
57	Cc1ccc(-c2nn3c(C)nnc3s2)cc1NC(=O)COc1ccc(Cl)cc1	-3	8	0.1	12	10	-1	0	-5	0
58	CCOC(=O)C1CCN(C(=O)Cc2c(F)cccc2Cl)CC1	7	3	-3.8	9	7	1	-11	-1	6
59	CC(=O)NC(Cc1ccccc1)C(=O)N1CCN(C(=O)c2cccs2)CC1 (configuration not stated)	12	8	-1.2	6	7	-2	-5	-1	4
60	CCOc1ccc2[nH]c(=O)c(CN(CC3COCCO3)C(=O)C3CC3)cc2c1 (configuration not stated)	-19	2	-1.2	5	5	-3	8	41	.

(cont.)
entry	molecule	C1s block	FXIIa mix inh	5HT1a ag	DUSP1 inh	FXIa mix inh	CatG inh	Cdc25B inh	Hsp90 block	CatL block
61	c1ccc(CCN2CN(CCCN3CCOCC3)c3nc4ccccc4n3C2)cc1	-33	11	-0.4	22	1	-12	1	2	-2
62	COc1ccc(C(c2nnnn2Cc2ccccc2)N2CCN(c3nc4ccccc4s3)CC2)cc1 (configuration not stated)	0	2	-5.1	16	7	-3	2	-3	3
63	CCOc1cccc2cc(-c3nnc(-c4ccccc4)o3)c(=O)oc12	0	-17	-4.4	26	-6	5	1	-3	11
64	O=C(Nc1ccccc1C(=O)NCc1ccco1)c1ccccc1	0	-2	-2.5	-3	-2	9	-6	-1	8
65	C=CCc1cccc2cc(C(=O)OCC)c(=O)oc12	0	-17	.	8	1	-4	-23	.	6
66	COc1ccc2c(c1)CCc1c-2n[nH]c1C(=O)O	3	-18	-3.5	19	-2	5	4	-3	-5
67	CN1CCCN(Cc2ccccc2C(F)(F)F)CC1	1	-19	-1.4	7	8	-1	-6	0	4
68	CCOC(=O)N1CCN(C(=O)C2CCCN(c3ncnc4c3sc3cccc(F)c34)C2)CC1 (configuration not stated)	5	11	-1.4	31	8	1	-16	-2	12
69	O=C(NCC1COc2ccccc2O1)Nc1ccccc1F (configuration not stated)	-70	11	-1.9	21	-4	-8	-15	0	14
70	Cn1cccc1Cc1nnc(SCC(=O)N2CCOCC2)n1-c1ccc(F)cc1	16	1	-2.5	1	9	-10	0	-1	17
71	Cc1nc(-c2ccccc2)sc1C(N)=O	-11	6	-0.7	-2	-1	-3	-2	-4	19
72	CCSc1nc2c(c(=O)[nH]c(=O)n2C)n1CC(O)COc1ccccc1C (configuration not stated)	-7	8	1.8	33	-1	3	6	1	-4
73	COC(=O)CN(c1ccc(OC)c(OC)c1)S(C)(=O)=O	3	4	-2.7	33	-1	-2	-9	4	-7
74	CC(=O)N=c1sc(S(N)(=O)=O)nn1C	6	13	-3.6	-9	1	11	8	-3	1
75	COc1cc(C2NC(=O)c3ccccc3O2)cc(OC)c1OC (configuration not stated)	0	5	-0.3	-6	4	-7	1	-1	4
76	CCOC(=O)c1ccc(NC(=O)COc2ccccc2OC)cc1	18	3	2.6	-16	5	11	23	-3	0
77	Cc1ccc(NC(=O)Cn2cc3c(n2)CCC(C)C3)cc1 (configuration not stated)	2	14	-1.8	4	-4	7	-3	-2	10
78	CC(C)(C)C(=O)C(CO)(Oc1ccc(Cl)cc1)n1cncn1 (configuration not stated)	-205	1	-1.2	0	-31	-14	-19	-1	18
79	CCOC(=O)N1CCC(N2Cc3cccc(C(=O)NCc4ccc5c(c4)OCO5)c3C2=O)CC1	8	-14	3.7	27	20	42	-2	-3	-3
80	CCN=C1SC(C(=O)Nc2cccc(C(=O)O)c2)CC(=O)N1CC (configuration not stated)	-49	0	-3.7	4	-35	-17	-15	0	-3
81	Cc1sc(CO)c(Sc2ccccc2)c1C(=O)O	-15	2	-0.7	1	6	0	-8	0	-2
